aSyn yeast rescue: alpha-synuclein toxicity suppression in yeast | S. cerevisiae alpha-synuclein toxicity rescue, BacTiter-Glo growth, 24 h | Potency, µM (series often up to 46.1 µM), inactives show at the top dose growth rescue (activation), hits mostly activators | 94,000 tested, 0.02% active | AID 1347070; active means well fitted activation curve with a large enough effect; inconclusive means small, poorly fitted or top-dose-only effect; further: 0% is about no effect
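Growth restoration measured by BacTiter-Glo luminescence after 24 hr at 30 deg C; alpha-synuclein yeast, raffinose-pregrown to mid-log, were added at OD600=0.02 in galactose medium onto pinned compounds.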
* = called active by the depositor; ? = inconclusive; & = joins results of further samples. Potency means the concentration at half of the fitted maximal effect.

SMILES	aSyn yeast rescue
Cc1cc(OC(C(=O)O)c2ccccc2)c2c(C)c(Cc3ccccc3)c(=O)oc2c1 (stereo unspecified)	3%
Cc1ccn2cc(CCNC(=O)Cc3cccs3)nc2c1	7%
CCC1CN(C(=O)N2CCC(C(=O)NCc3cccc(C)c3)CC2)c2ccccc2O1 (stereo unspecified)	4%
C[C@H](CO)N1C[C@H](C)[C@@H](CN(C)C(=O)c2cnccn2)Oc2cc(C#CCC3CCCC3)ccc2S1(=O)=O	5%
COc1ccc(-c2nc(CS(=O)CC(=O)NCc3ccco3)c(C)o2)cc1OC (stereo unspecified)	-13%
Cc1ccc2ccccc2c1NC(=O)Cn1nnc(-c2cccnc2)n1	0%
Cc1c(C(=O)OCc2ccc(F)cc2)sc2nc3n(c(=O)c12)CCC3	-2%
S=C(NCc1ccc(Cl)cc1)N1CCN(c2ccccn2)CC1	11%
Cc1nc2ccc(S(=O)(=O)NCC(=O)Nc3ccc(C)c(Cl)c3)cc2s1	2%
O=C(NCCNC(=O)c1ccccn1)c1cccc(F)c1	-6%
N=C1C(c2ccccc2)=C(O)CN1c1cccc(O)c1	2%
Cc1sc2nc(CN(Cc3cccs3)C(=O)C3CC3)[nH]c(=O)c2c1C	1%
CCOc1nc(-c2ccccc2)ccc1-c1noc(-c2ccc(C)cc2)n1	-5%
CCOC(=O)C1CCC(CN(Cc2cccc(Br)c2)S(=O)(=O)c2ccc(C)cc2)CC1 (stereo unspecified)	-8%
CCc1ccc(NC(=O)c2ccc(F)c(S(=O)(=O)N3CCN(c4ccc(OC)cc4)CC3)c2)cc1	1%
CC(C)C(=O)N=C1SC2CS(=O)(=O)CC2N1Cc1ccc(Cl)cc1 (stereo unspecified)	5%
COc1ccccc1NC(=O)c1cc(C(=O)Nc2ccccc2OC)n(C)n1	-4%
CCOc1ccc(-c2nonc2NC(=O)c2ccccc2C)cc1	-14%
O=S(=O)(c1ccccc1)N(CC(O)CN1CCCC1)c1ccccc1 (stereo unspecified)	3%
COc1ccc(NC(=O)c2oc3ccccc3c2NC(=O)c2cccc(F)c2)c(OC)c1	-1%

Six records picked at random from the list so far, as already listed:
SMILES	aSyn yeast rescue
CCC1CN(C(=O)N2CCC(C(=O)NCc3cccc(C)c3)CC2)c2ccccc2O1 (stereo unspecified)	4%
Cc1ccn2cc(CCNC(=O)Cc3cccs3)nc2c1	7%
CCOC(=O)C1CCC(CN(Cc2cccc(Br)c2)S(=O)(=O)c2ccc(C)cc2)CC1 (stereo unspecified)	-8%
Cc1cc(OC(C(=O)O)c2ccccc2)c2c(C)c(Cc3ccccc3)c(=O)oc2c1 (stereo unspecified)	3%
COc1ccc(NC(=O)c2oc3ccccc3c2NC(=O)c2cccc(F)c2)c(OC)c1	-1%
CC(C)C(=O)N=C1SC2CS(=O)(=O)CC2N1Cc1ccc(Cl)cc1 (stereo unspecified)	5%

Continuation:
SMILES	aSyn yeast rescue
CCOc1ccc(CCNC(=O)COC(=O)/C=C/c2ccc(OCC#N)c(OC)c2)cc1OCC	-8%
CCOc1ccc(-n2c(SCC(=O)N3CCCCCC3)nc3c([nH]c4ccccc43)c2=O)cc1	-13%
Cc1ccc(NC(=O)CN(C)CCOc2ccccc2)c([N+](=O)[O-])c1	3%
N=C1C(c2nc3ccccc3s2)=C(O)CN1NC(=O)c1ccccc1[N+](=O)[O-]	4%
CC(=O)C1=C(c2ccc(Cl)c(Cl)c2)N(C(C)=O)n2c(nnc2-c2ccccc2)S1	0%
O=S(=O)(c1ccccc1)c1nc(-c2ccc(Cl)cc2Cl)oc1N1CCCCCC1	1%
CCC(C(=O)OCC(=O)Nc1c(C)nn(-c2ccccc2)c1C)c1ccccc1 (stereo unspecified)	2%
Cc1cc(NC(=O)COC(=O)CCn2c(C)csc2=O)c([N+](=O)[O-])cc1C	7%
Cc1ccccc1NC(=O)Cn1c(=O)n(CCc2ccccc2)c(=O)c2ccccc21	-5%
CC(C)C(=O)NCC1(N(C)C)CCCCC1	?
Cc1ccc(C)c(Cn2c(=O)n(-c3ccc(Cl)cc3)c(=O)c3c4c(sc32)CCC4)c1	-12%
COc1ccc(NC(=O)Cn2c(=O)n(Cc3ccc(C(=O)NCc4ccccc4Cl)cc3)c(=O)c3ccccc32)cc1OC	-12%
O=S(=O)(Nc1cccc(C(F)(F)F)c1)c1ccc(-c2cnc(C3CC3)o2)cc1	?
N#CC1(NC(=O)CN2CCc3ccccc3C2)CCCC1	-1%
C1CCC(NC2=NCCO2)CC1	-8%
Cc1cc(OCC(=O)Nc2cc(-c3nc4ncccc4o3)ccc2C)ccc1Cl	-10%
O=C(CCc1nnc2n(Cc3ccccc3Cl)c(=O)c3ccccc3n12)Nc1ccc(F)c(F)c1	1%
O=S1(=O)Cc2cc3ccccc3cc2C1	2%
CCOc1ccc(NC(=O)c2ccc3c(=O)n4c(nc3c2)CCCCC4)cc1	-10%
O=C(c1ccco1)N1CCN(Cc2cc(=O)c(OCc3ccc(F)cc3)co2)CC1	13%

Quoted from above (3 entries):
SMILES	aSyn yeast rescue
O=S1(=O)Cc2cc3ccccc3cc2C1	2%
CCOc1ccc(NC(=O)c2ccc3c(=O)n4c(nc3c2)CCCCC4)cc1	-10%
O=C(c1ccco1)N1CCN(Cc2cc(=O)c(OCc3ccc(F)cc3)co2)CC1	13%

(listing goes on)
SMILES	aSyn yeast rescue
O=C(NC1CC(=O)N(c2ccc(F)cc2)C1)C(c1ccccc1)c1ccccc1 (stereo unspecified)	-7%
CCn1cc2c(n1)-c1c(oc(C(=O)Nc3cccc(C(F)(F)F)c3)c1C)CC2	-3%
CCOc1ccccc1C(=O)N1CCN(CCc2ccccn2)CC1	7%
Cc1cc(Cl)ccc1NC(=O)C1CCN(c2nnc(-n3c(C)ccc3C)s2)CC1	16%
O=C(Cn1cc(SCc2ccc(F)cc2)c2ccccc21)N1CCCCCC1	10%
Cc1ccccc1C(=O)Nc1ccccc1C(=O)OCc1cc(=O)n2nc(C3CC3)sc2n1	-3%
CCn1c(=O)c2cc(C(=O)Nc3cccc(C(F)(F)F)c3)sc2c2ccccc21	-3%
COc1ccc(NCC(=O)N/N=C/C(C)c2ccccc2)cc1 (stereo unspecified)	-9%
CC(C)c1ccc(S(=O)(=O)N2CCN(CC(=O)Nc3ccccc3C(F)(F)F)CC2)cc1	5%
CCOC(=O)N1CCC(NC(=O)c2ccc3c(Cl)c4c(nc3c2)CCCC4)CC1	-3%
Cc1ccc(CNC(=O)C(c2ccccc2)c2ccccc2)cc1	-9%
CSc1ncnc2c1ncn2CCCNCc1ccc(C)o1	1%
CCn1ccc2cc(S(=O)(=O)N3CCCN(C(=O)NCC(C)C)CC3)ccc21	8%
O=C(CSc1nncc(=O)[nH]1)NCc1ccccc1	-2%
O=C(C1CCC(Cn2c(=O)c3sccc3n(Cc3ccccc3F)c2=O)CC1)N1CCOCC1 (stereo unspecified)	-1%
COc1ccccc1NC(=O)Cn1cnc2c(nc3n2CCCCC3)c1=O	-4%
Cc1cc2c(ncn2Cc2ccccc2)c(N)c1C	-11%
COCCN(C(=S)Nc1cccc(Cl)c1C)C(C)c1ccco1 (stereo unspecified)	1%
C=CCn1c(-c2ccccc2)nc(=S)c2c1CCCC2	5%
Cc1ccc(-c2cc(C(=O)N3CC(C)CC(C)C3)c3ccccc3n2)o1 (stereo unspecified)	0%
COCCNC(=O)c1ccc(-n2c(-c3ccccc3)cc3c2CCC(C)C3)cc1 (stereo unspecified)	-10%
COc1ccc(-c2noc(C3CC(=O)N(c4ccc(C)c(F)c4)C3)n2)c(OC)c1 (stereo unspecified)	2%
Cc1nc(NC(=S)NC(=O)COc2ccc(Cl)cc2)ccc1Br	-10%
CCCCCOC(=O)CSc1nc2sc3c(c2c(=O)n1Cc1ccccc1)CC(C)(CC)OC3 (stereo unspecified)	3%
CCCOc1ccc(CNC(=O)C2CCN(c3nnc(N4CCCC4=O)s3)CC2)cc1	-2%
CCn1ccc2cc(S(=O)(=O)N3CCCN(C(=O)Nc4ccccc4OC)CC3)ccc21	8%
CCCc1c(C(=O)N/N=C(\C)c2ccc(CC(C)C)cc2)nnn1-c1nonc1N	-14%
Cc1ccc(Cl)cc1N1CCN(C(=O)COc2ccc(S(=O)(=O)NC(C)C)cc2)CC1	0%
Nn1c(COc2ccccc2F)nnc1SCC(=O)NC1CCCCC1	6%
CCCc1cc(C(=O)NC2CCCCC2)no1	1%
Cc1ccc(NC(=O)CSc2nc(-c3cccs3)nc3cc(=O)[nH]n23)cc1	0%
Cc1ccc(S(=O)(=O)NCCC(=O)NCC(c2ccco2)N2CCCCC2)cc1C (stereo unspecified)	7%
CC(=O)c1ccc(OCC(=O)Nc2ccc3c(c2)OCO3)cc1	-8%
COc1ccccc1NC(=O)CSc1ccc(-c2ccccn2)nn1	?
COc1ccc(CCNC(=O)Cc2cccc(C(F)(F)F)c2)cc1OC	4%
COc1ccc(C2c3c(n(C)c4ccccc34)C(=O)N2CC(=O)Nc2ccccc2Cl)cc1 (stereo unspecified)	?
Cc1ccc(CNC(=O)c2cnc3c(-c4ccccc4)c(C)nn3c2C)o1	19%
Cc1nc(Oc2ccccc2C)c2oc3ccccc3c2n1	11%
O=c1c(S(=O)(=O)c2cccc(Cl)c2)cn(Cc2ccccc2)c2cc(N3CCCCC3)c(F)cc12	4%
COc1ccccc1NC(=O)CSC1=Nc2ccccc2N=C(c2ccc(F)cc2)C1	-5%
Cc1ccc2nc(N3CCN(c4cccc(C(F)(F)F)c4)CC3)c3nnnn3c2c1	1%
Cc1ccc(C(C)C)cc1NC(=O)Nc1ccc([N+](=O)[O-])cc1	-27%
Oc1ccc(N2CCN(Cc3c(-c4ccccc4)nc4ccccn34)CC2)cc1	-6%
CCCCOC(=O)c1cccc(NC(=O)c2cc3ccccc3o2)c1	-11%
COc1ccccc1N1CCN(S(=O)(=O)CCNC(=O)C2CC2)CC1	-3%
COc1ccc(CNC(=O)C2CCN(S(=O)(=O)N3CCC(C)CC3)CC2)c(OC)c1	-7%&3%
CCOc1ccc(NC(=O)c2ccc3c(=O)n4nc(Nc5ccccc5C)sc4nc3c2)cc1	-4%
COc1cc(OC)c2c(=O)cc(-c3cccnc3)oc2c1	-7%
Oc1ccc(/C=N/N2CCN(C3c4ccccc4-c4ccccc43)CC2)cc1O	0%
c1ccc(CSc2nnc(NC3CCCCC3)s2)cc1	-1%
O=C(C1CCCN1S(=O)(=O)c1cccc2nsnc12)N1CCCCCC1 (stereo unspecified)	0%
O=C(Cn1cc(S(=O)(=O)Cc2cccc(Cl)c2)c2ccccc21)NCc1ccccc1Cl	-1%
CC(C)Oc1ccc(CNC(=O)CN2C(=O)c3cccnc3Oc3ccc(Cl)cc32)cc1	-15%
COc1ccc(-c2[nH]c(-c3ccc(F)cc3)nc2SCC(=O)Nc2ccc(OC)c(OC)c2)cc1	8%
COc1ccccc1NC(=O)COC(=O)Cc1cccs1	4%
CCCCn1c(N)c(N(CCC(C)C)C(=O)c2ccc([N+](=O)[O-])s2)c(=O)[nH]c1=O	1%
COc1cc(Cl)c(C)cc1NC(=O)CCc1nc2cccnc2n1Cc1cccs1	?
CC(=O)c1oc2ccccc2c1NC(=O)CCCN1C(=O)c2ccccc2C1=O	9%
CC(=O)c1cccc(S(=O)(=O)Nc2cccnc2)c1	-7%
Cc1ccc(CCNC(=O)c2cc3c(=O)n(C)c4ccccc4c3n2C)cc1	-3%

Remaining list, next part.
SMILES	aSyn yeast rescue
CCN(C(=O)C1CCCN(c2ncnc3c2nc2n3CCCCC2)C1)c1cccc(C)c1 (stereo unspecified)	-20%
COc1ccc(NC(=O)/C=C/c2cccc(C(F)(F)F)c2)cn1	-12%
Cc1nc2sccn2c(=O)c1S(=O)(=O)NCC1CCN(Cc2ccc(Cl)cc2)CC1	-3%
CCCCC(OC(=O)CN1C(=O)COc2ccccc21)C(=O)NC1CCCCC1 (stereo unspecified)	-13%
Cc1ccc(-c2nc(CS(=O)CC(=O)NCCCN3CC(C)CC(C)C3)c(C)o2)cc1 (stereo unspecified)	-5%
O=C(NCc1ccc(F)cc1)C(=O)NCC(c1ccco1)S(=O)(=O)c1cccs1 (stereo unspecified)	-7%
CC(=O)N1CCCc2cc(S(=O)(=O)N(C)CC(=O)Nc3ccc(C(C)C)cc3)ccc21	3%
COC(=O)C1=CN(Cc2ccc(OC)cc2)C=C(C(=O)OC)C1c1ccsc1	-1%
CSC1=Nc2sc3c(c2C2=NCCN12)CC(C)(C)OC3	-1%
CCC(C)NC(=O)CCCn1c(=O)c2cccn2c2ccccc21 (stereo unspecified)	11%
COc1cc(C(=O)Nc2ccc3nc(SCc4ccccc4)sc3c2)cc(OC)c1OC	-1%
Cc1ccc(N2CC(NC(=O)Cc3cccs3)CC2=O)cc1C (stereo unspecified)	0%
Cc1ccc(-n2nc(C(=O)N3CCN(c4cc(Cl)ccc4C)CC3)c3c4ccccc4n(C)c3c2=O)cc1	-6%
CC(C)(C)Cc1c(-c2ccc(F)cc2)nc2ccc(Cl)cn12	-7%
COc1cc(OC)cc(C(=O)N2CCC(c3ccncc3)CC2)c1	-3%
CCOC(=O)c1cc(-c2ccccc2)n(-c2cccc(C(=O)Nc3ccc(F)c(F)c3)c2)c1C	2%
CCOc1ccc(N2CC(NC(=O)CCc3ccccc3)CC2=O)cc1 (stereo unspecified)	9%
COC(=O)c1c(C(C)=O)c(C)n(C)c1C	3%

Some of the compounds tested; the hit share may differ from the screen's.
